P. falciparum M1AAP: P. falciparum M1AAP inhibitors, biochemical, fluorogenic H-Leu-NHMec substrate, 1536-well (AID 1445); one-dose inhibition, % at 30 µM; IC50 in µM for titrated hits; recombinant M1AAP, H-Leu-NHMec fluorogenic kinetic assay; higher % means a stronger effect; actives 0.42% (n = 220,000);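 active = primary inhibition above the hit cutoff, then over 50% inhibition at one or more dose response concentrations, cut at about 23% in these data, passing the limit was not always enough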;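 also: plate controls were DMSO full reaction for no effect and no enzyme background for full effect; strong numbers were not always called active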
TNAP activators: stimulation of alkaline phosphatase TNAP activity – biochemical, luminescent, no phosphate acceptor, uHTS, primary screen (AID 1001). purified TNAP, luminescent activation assay, no phosphate acceptor; higher activation fold means a stronger effect. one-dose activation fold at 20 µM; EC50 in µM for titrated hits. actives 0.03% (n = 200,000); in the data active = activation fold from about 3, or a potency from the dose series; inactive = the rest, 99 in 100 with activation fold below about 1.6; also: many of its hits are not listed in these tables
human PMI inhibition: MPI enzyme activity inhibition – biochemical, fluorescence intensity, coupled assay, primary screen (AID 1209) | purified PMI enzyme, coupled fluorescence intensity; higher % means a stronger effect | inhibition, % at 20 µM; hits with a dose series show IC50 in µM | actives 0.42% (n = 190,000);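 also: plate controls were DMSO vehicle for no effect and wells lacking substrate for full effect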
CSM14.1 death rescue: protection against thapsigargin-triggered cell killing – 384-well, CSM14.1, ATP luminescence, primary screen (AID 1222); 190,000 tested, under 10 active; CSM14.1 thapsigargin-induced death rescue, ATP luminescence; higher % means a stronger effect; cellular ATP content (survival), % at 20 µM; hits with a dose series show EC50 in µM;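 active = EC50 below 50 µM in the dose-response confirmation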;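 also: death triggered by thapsigargin at about 15 µM added after 2 h compound pretreatment; cell ATP read after overnight thapsigargin exposure of roughly 18 to 22 hours; normalized against plate controls of thapsigargin alone and 5% DMSO vehicle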
human PMI inhibitors: MPI inhibition at elevated mannose 6-phosphate – biochemical, fluorescence intensity, high mannose 6-phosphate, primary screen (AID 1220); actives 0.66% (n = 190,000); recombinant PMI enzyme, coupled fluorescence intensity; higher % means a stronger effect; one-dose inhibition, % at 20 µM; IC50 in µM for titrated hits
M17LAP inhibition: P. falciparum M17LAP inhibitors, primary screen, biochemical, fluorogenic H-Leu-NHMec substrate, 1536-well (AID 1619); inhibition, % at 30 µM, or IC50 in µM where a hit was titrated; actives 0.38% (n = 220,000); recombinant M17LAP, H-Leu-NHMec fluorogenic kinetic assay; higher % means a stronger effect;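 active = compound inhibiting the enzyme by more than half at any dose during confirmatory dose-response retesting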;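 also: plate controls were full reaction with DMSO carrier for no effect and no enzyme background for full effect; strong numbers were not always called active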
Myeloid diff 2: compounds promoting myeloid differentiation; calls only at 10 µM; AID 624256; ER-HoxA9 myeloid progenitors, lysozyme-GFP differentiation, flow cytometry; actives 1% (n = 360,000);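 active = normalized GFP-positive differentiation at or above the plate's own cutoff, the solvent-only control mean plus 3 SD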;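 also: cells exposed to compound for four days before flow analysis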
LYP inhibition: PTPN22 lymphoid phosphatase activity blockers – biochemical, fluorescence intensity, uHTS (AID 1779); one-dose inhibition, % at 11.5 µM; IC50 in µM for titrated hits; actives 0.054% (n = 290,000); recombinant LYP phosphatase, fluorescence intensity; higher % means a stronger effect;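 also: plate controls were vehicle with enzyme for no effect and no enzyme for full effect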
XIAP antagonists: XIAP antagonists, biochemical, IAP family, fluorescence polarization (AID 1018); actives 0.007% (n = 200,000); displacement, % at 20 µM; hits with a dose series show IC50 in µM; XIAP BIR domain, fluorescence polarization peptide displacement; higher % means a stronger effect; in the data active = displacement above about 50%; also: a part of the inactive calls stands beside numbers as strong as those of hits
Myeloid diff 2 GFP+ MAC1+ %: second read-out of Myeloid diff 2, no call of its own (marks repeat the call); GFP+ MAC1+ double positive, %; measured here: differentiation confirmed by MAC1 staining
Numbers without * were called inactive; i = inactive; / = not tested or not shown; & = joins results of further samples. Rule as the data show it, unless noted: active = inhibition above about 50%; inactive = the rest.

entry	Compound	Myeloid diff 2	M17LAP inhibition	LYP inhibition	XIAP antagonists	TNAP activators	human PMI inhibitors	Myeloid diff 2 GFP+ MAC1+ %	CSM14.1 death rescue	human PMI inhibition	P. falciparum M1AAP
1	O=C(COc1ccc2ccccc2c1)N1CCN(c2ccccc2O)CC1	i	5%	-4%	-2.3%	1.1	7%	1.3	-2.4%	12%	4%
2	COCCOC(=O)C1=C(C)OC(N)=C(C#N)C1c1ccco1 (stereo not drawn)	i	9%	-8%	-6.0%	1	-9%	0.3	-3.1%	-6%	4%
3	O=c1c2ccccc2nnn1CSc1nnc(-c2ccco2)o1	i	3%	4%	-7.4%	1.1	-8%	2.4	-1.9%	1%	3%
4	CC1CCCN(CC(O)COCc2ccc3c(c2)OCO3)C1 (stereo not drawn)	i	5%	-10%	-7.0%	1.1	0%	0.5	/	-9%	6%
5	CCOc1cccc(-c2nnc3sc(COc4ccc(Cl)cc4)nn23)c1	i	3%	-5%	-6.0%	1.1	-2%	0.8	0.9%	1%	0%
6	Cc1c(-c2cccc(Cl)c2)nc2ccccc2c1C(=O)OC/C(O)=C(\C#N)c1nc2ccccc2[nH]1	i	9%	-10%	-12%	1.2	-1%	1.0	-1.7%	-12%	-6%
7	COc1ccccc1/C=C/C=N/NC(=O)c1ccc2nc[nH]c2c1	/	-1%	4%	-4.2%	1.7	-8%	/	-0.8%	-4%	13%
8	CC1=CC(c2ccccc2)n2nc(N3C(=O)c4ccccc4C3=O)nc2N1 (stereo not drawn)	i	9%	-9%	-3.1%	1.1	1%	0.7	-1.3%	5%	10%
9	O=C(CCCN1C(=O)c2ccccc2C1=O)N1CCN(c2ccccn2)CC1	i	0%	-3%	-2.4%	1.1	1%	0.7	-1.8%	-1%	3%
10	CSc1nc2c(cnn2-c2ccc(C)c(C)c2)c(=O)[nH]1	i	12%	-9%	-3.7%	1.1	-3%	1.9	0.5%	-4%	-5%
11	O=C(NCC1CCCCN1)c1cc(OCC(F)(F)F)ccc1OCC(F)(F)F (stereo not drawn)	i	8%	-4%	-5.6%	1.1	-1%	5.1	-1.9%	-3%	4%
12	CC(C)(C)C(=O)Nc1ccccc1C(=O)Nc1ccccn1	i	2%	3%	-1.9%	1.1	-2%	1.0	0.7%	-6%	0%
13	CCOC(=O)CSc1nc(C(C)C)nc2sc(C)c(C)c12	i	2%	1%	-14%	1	2%	0.2	-0.6%	0%	0%
14	O=S(=O)(/C=C/c1ccccc1)N1CCN(Cc2ccc3c(c2)OCO3)CC1	i	-8%	4%	-3.6%	1	12%	0.7	-1.5%	5%	2%
15	NS(=O)(=O)c1cccc(NC(=O)c2cc3ccccc3o2)c1	i	5%	-1%	-5.0%	0.9	4%	0.3	-3.1%	1%	5%
16	COCCSc1nnc(NC(=O)Cc2ccc(OC)c(OC)c2)s1	i	-4%	-4%	-0.8%	1.1	0%	0.1	-0.7%	3%	4%
17	Cc1ccc(S(=O)(=O)CCc2nc3ccccc3s2)cc1C	i	-8%	-14%	-2.9%	1.1	11%	0.6	4.1%	19%	5%
18	CN(C)C(=O)COC(=O)/C=C/c1cn(-c2ccccc2)nc1-c1cccs1	i	-10%	1%	-5.0%	1	6%	0.4	-1.9%	14%	5%
19	COc1cccc(CNC(=O)CCNS(=O)(=O)c2cccs2)c1	i	7%	0%	-9.0%	1	2%	1.0	-0.6%	-1%	0%
20	CCOC(=O)c1cc(C(=O)Nc2ccccc2F)nn1C	i	8%	-8%	-6.1%	1.1	2%	8.2	0.6%	3%	0%
21	Cc1nn(C(C)C(=O)NCc2cccs2)c(C)c1[N+](=O)[O-] (stereo not drawn)	i	-5%	-4%	-5.1%	1.1	3%	0.5	-0.4%	1%	0%
22	O=C(NC(c1ccc(Cl)cc1)c1c(O)ccc2ccccc12)c1ccccc1 (stereo not drawn)	i	-4%	-2%	-0.8%	1.2	28%	0.6	-1.0%	28%	-1%
23	COC(=O)c1ccccc1OCCN1CCCCCC1	i	-1%	-14%	-5.3%	1.1	3%	0.5	-1.3%	4%	0%
24	CC(C)C[C@H](NC(=O)c1nc[nH]c1C(=O)NCc1ccccc1)C(=O)OC(C)(C)C	i	-3%	10%	-1.6%	1	26%	0.5	0.3%	29%	-14%
25	Cc1cc(C(=O)CSc2nnc(-c3cccs3)n2Cc2ccccc2)c(C)n1C	i	9%	16%	-3.4%	0.9	7%	0.5	0.4%	-2%	13%
26	CC(C)CCn1nnnc1C(c1ccc(F)cc1)N1CCN(C(=O)c2ccco2)CC1 (stereo not drawn)	i	7%	1%	0.0%	1.1	-3%	1.1	-3.4%	3%	5%
27	CN(C)CCNC(=S)NC1CCCCC1	i	0%	-4%	-3.1%	1.1	1%	0.2	-0.7%	8%	1%
28	Cc1ccc([N+](=O)[O-])cc1S(=O)(=O)N1CCC(C)CC1	i	7%	-8%	-2.3%	1	18%	0.4	-1.0%	17%	6%
29	Cc1ccc(OCc2nnc(SCc3cc(=O)[nH]c4ccccc34)n2-c2ccccc2)cc1	i	12%	9%	0.0%	1	18%	0.7	0.9%	15%	6%
30	C=CCn1c(O)c(N=NC(=O)OCC)c2ccccc21	i	11%	1%	-6.7%	1.1	0%	0.4	4.2%	8%	13%

New compounds follow:
entry	Compound	Myeloid diff 2	M17LAP inhibition	LYP inhibition	XIAP antagonists	TNAP activators	human PMI inhibitors	Myeloid diff 2 GFP+ MAC1+ %	CSM14.1 death rescue	human PMI inhibition	P. falciparum M1AAP
31	CCOc1ccc(-n2c(Cc3cc(=O)[nH]c(=O)[nH]3)nnc2SCC(=O)Nc2nnc(C)s2)cc1	i	2%	-8%	-10%	1.2	-8%	0.1	0.0%	-16%	8%
32	COc1cc(C2C3=C(CC(c4ccco4)CC3=O)Nc3ccccc3N2C(C)=O)cc(OC)c1OC (stereo not drawn)	i	16%	4%	-8.1%	1.1	29%	0.8	-0.6%	5%	8%
33	Cc1nc2nc[nH]n2c(=O)c1NC(=O)CC12CC3CC(CC(C3)C1)C2	i	5%&7%	-6%&-8%	-3.1%&-1.3%	1.1&1.1	0%&-4%	0.6&0.7	-1.6%&-0.6%	3%&-4%	-3%&5%
34	CCc1ccc(-c2cc(C(=O)N/N=C/c3ccco3)[nH]n2)cc1	i	4%	0%	0.9%	0.5	4%	0.4	0.1%	5%	10%
35	O=C(Cn1c(CO)nc2ccccc21)NCc1ccc2c(c1)OCO2	i	-4%	-3%	/	/	/	0.1	/	/	3%
36	CCOC(=O)c1c(C)[nH]c(C)c1C(=O)COC(=O)CNC(=O)C1CCCCC1	i	-10%	-5%	-5.8%	1	2%	1.0	-0.8%	-4%	-8%
37	COc1ccc(Cl)cc1S(=O)(=O)N1CCN(C(=O)COc2ccccc2)CC1	i	2%	-2%	-1.2%	1.1	-1%	1.3	/	2%	5%
38	CCOC(=O)CN(C(=O)Cn1nnc(-c2ccc(OC)cc2)n1)C(C(=O)NC1CCCC1)c1ccc(F)cc1 (stereo not drawn)	i	10%	2%	-1.6%	1.1	8%	10	-0.6%	13%	-5%
39	CSC(=NCc1cccnc1)NS(=O)(=O)c1cccs1	i	-1%	-12%	-3.1%	1.1	28%	1.3	2.3%	38%	1%
40	O=C(OCC(=O)c1c[nH]c2ccccc12)c1ccc(Br)o1	i	-1%	-7%	-7.5%	1.2	5%	5.3	4.3%	4%	0%
41	COc1ccc(OC)c(S(=O)(=O)Nc2ccc(C(C)=O)cc2)c1	i	-10%	-5%	-1.2%	1.1	-3%	8.2	1.4%	-1%	8%
42	Cc1ccc(Cl)c(OC(=O)Cn2cnc3c2c(=O)n(C)c(=O)n3C)c1	i	-2%	-9%	-1.3%	1.1	-5%	0.2	-11%	-11%	1%
43	Fc1c(F)c(F)c(CSc2nc3ccccc3[nH]2)c(F)c1F	i	10%	-2%	-0.4%	1.2	10%	0.7	-3.6%	18%	2%
44	CC(C)(C)OC(=O)NCCc1nnc(SCc2cccc(Cl)c2)o1	i	-7%	-8%	/	/	/	0.3	/	/	5%
45	CC1CCCC(NC2CCCCNC2=O)C1 (stereo not drawn)	i	-10%	-13%	-1.7%	1.1	-6%	0.3	2.3%	-10%	12%
46	Cc1ccccc1CN(c1ccc(C(=O)NCc2ccccn2)cc1)S(C)(=O)=O	i	-2%	-3%	3.2%	1.1	0%	0.6	-0.5%	7%	-1%
47	CN1CCN(Cc2cc(=O)oc3ccc(Cl)cc23)CC1	i	11%	-1%	-7.5%	1	14%	2.5	-0.4%	5%	5%
48	CCCn1c(=O)[nH]c(=O)c2c1nc(-c1ccc3c(c1)OCCO3)n2CCN1CCOCC1	i	4%	-5%	-1.0%	1	-13%	0.4	-1.5%	-23%	11%
49	COc1ccc(C(=O)C2CCN(C(=S)NCCc3ccc(OC)c(OC)c3)CC2)cc1	i	-15%	9%	-5.2%	1	-12%	0.7	-1.6%	-5%	1%
50	CSCCC(NC(=O)COc1cccc2ccccc12)C(=O)O (stereo not drawn)	i	7%	2%	/	/	/	0.7	/	/	-7%
51	NCc1ccc2[nH]c(=O)[nH]c2c1	i	8%	-7%	-2.7%	1.1	-3%	0.3	-0.1%	5%	5%
52	O=C(NCc1ccco1)c1cccc(S(=O)(=O)N2CCCCC2)c1	i	-1%	-5%	-3.4%	1.1	-15%	1.6	-0.1%	-16%	-2%
53	CCOc1ccc(CN2CCN(C(=O)c3ccccc3)CC2)cc1	i	11%	-1%	-7.6%	1.1	6%	1.3	4.7%	13%	11%
54	CC(=O)C1=C(C)NC(SCC(N)=O)=C(C#N)C1c1sccc1C (stereo not drawn)	i	3%	-7%	-2.2%	1	4%	7.6	-0.9%	-4%	3%
55	N#Cc1ccc(OCC(=O)NCC2(N3CCCCC3)CCCCC2)cc1	i	-4%	-5%	-4.2%	1.1	-11%	0.4	-1.0%	-8%	4%
56	CN(C)c1ccc(/C=N/NC(=O)CN2CCN(c3ccc(F)cc3)CC2)cc1	/	6%	-6%	-2.0%	1.1	8%	/	-1.4%	0%	4%
57	O=S(=O)(NCC1CCCO1)c1ccc2oc3ccc(S(=O)(=O)NCC4CCCO4)cc3c2c1 (stereo not drawn)	i	-2%	-3%	-3.9%	1	1%	7.4	-3.7%	3%	12%
58	CCSc1ccccc1C(=O)N=C1NC(=O)CC2C(=O)NCCN12 (stereo not drawn)	i	18%	-6%	-6.6%	1.1	-16%	0.4	-0.9%	-32%	10%

In the list so far, these have a tert-butyl group.
entry	Compound	Myeloid diff 2	M17LAP inhibition	LYP inhibition	XIAP antagonists	TNAP activators	human PMI inhibitors	Myeloid diff 2 GFP+ MAC1+ %	CSM14.1 death rescue	human PMI inhibition	P. falciparum M1AAP
12	CC(C)(C)C(=O)Nc1ccccc1C(=O)Nc1ccccn1	i	2%	3%	-1.9%	1.1	-2%	1.0	0.7%	-6%	0%
24	CC(C)C[C@H](NC(=O)c1nc[nH]c1C(=O)NCc1ccccc1)C(=O)OC(C)(C)C	i	-3%	10%	-1.6%	1	26%	0.5	0.3%	29%	-14%
44	CC(C)(C)OC(=O)NCCc1nnc(SCc2cccc(Cl)c2)o1	i	-7%	-8%	/	/	/	0.3	/	/	5%

Compound activity as filed in PubChem BioAssay.
